From PubChem BioAssay
Gli-Sufu antag: blocks Gli-Sufu signaling in a luciferase reporter; Sufu-KO-LIGHT fibroblasts, Gli luciferase reporter luminescence; inhibition, % at 5 µM; 0.74% of 340,000 active; AID 588413;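 active means inhibition above about 55%, limit read from the data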;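 further: 0% = DMSO-treated cells and 100% = wells with medium but no cells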
EBI2 antag: blocks human EBI2 receptor beta-arrestin signaling | AID 651636 | P32249 | EBI2 beta-arrestin recruitment, luminescence, 7a,25-OHC stimulated | 0.81% of 360,000 active | inhibition, % at 5 µM; in the data active means inhibition above about 38%;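 further: enzyme fragment complementation signal reports receptor beta-arrestin coupling in cells; 0% = agonist plus DMSO wells and 100% = wells without agonist; some results beyond the cut were filed as inactive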
ATG4B inh: ATG4B (human) cysteine protease inhibition | ATG4B cleavage of LC3-PLA2, NBD-HPC fluorescence, 1 h | inhibition, % at 8.33 µM | 0.51% of 340,000 active | AID 504462; in the data active means inhibition above about 40%
Target sequence (Q9Y4P1 whole entry, looked up): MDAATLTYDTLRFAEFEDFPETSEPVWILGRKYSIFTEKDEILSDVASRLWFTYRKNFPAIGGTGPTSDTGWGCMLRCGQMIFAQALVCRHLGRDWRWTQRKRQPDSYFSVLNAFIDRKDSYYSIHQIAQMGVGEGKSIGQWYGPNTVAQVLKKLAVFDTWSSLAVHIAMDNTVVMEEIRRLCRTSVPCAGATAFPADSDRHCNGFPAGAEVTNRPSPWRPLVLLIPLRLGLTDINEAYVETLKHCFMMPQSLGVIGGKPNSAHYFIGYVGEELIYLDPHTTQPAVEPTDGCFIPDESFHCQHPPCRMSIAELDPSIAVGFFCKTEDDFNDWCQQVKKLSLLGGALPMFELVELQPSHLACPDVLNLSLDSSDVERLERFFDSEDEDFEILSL
CXCR6 inh: CXCR6 (human) receptor inhibition; O00574; CHO-K1 PathHunter CXCR6 beta-arrestin, luminescence; inhibition, % at 20 µM; 0.36% of 360,000 active; AID 602244; in the data active means inhibition above about 34%, passing the limit was not always enough;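 further: antagonist mode with CXCL16 agonist at 10 nM final; 0% = 10 nM CXCL16 with DMSO and 100% = unstimulated wells without agonist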
CCR6 antagonist: blocks CCL20-driven beta-arrestin recruitment at human CCR6; P51684; CHO-K1 CCR6 PathHunter beta-arrestin, luminescence, CCL20-stimulated; inhibition, % at 20 µM; 0.49% of 340,000 active; AID 493098;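 active means compounds whose inhibition of the agonist-driven luminescence signal at 20 µM reaches about 50%, limit read from the data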;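 further: cells stimulated with CCL20 at 14 nM final; plate controls were DMSO with CCL20 for no effect and DMSO without agonist for full effect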
APJ antagonist: blocks the human apelin receptor APJ. CHO-K1 APJ beta-arrestin complementation, luminescence. 0.32% of 330,000 active. P35414. inhibition, % at 20 µM. AID 2521;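 active means inhibition above about 40% at 20 µM, limit read from the data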;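 further: cells challenged with 10 nM apelin-13 agonist together with compound; plate controls were apelin-13 plus DMSO wells for no effect and DMSO wells lacking apelin-13 for full effect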
Target sequence (P35414 whole entry, looked up): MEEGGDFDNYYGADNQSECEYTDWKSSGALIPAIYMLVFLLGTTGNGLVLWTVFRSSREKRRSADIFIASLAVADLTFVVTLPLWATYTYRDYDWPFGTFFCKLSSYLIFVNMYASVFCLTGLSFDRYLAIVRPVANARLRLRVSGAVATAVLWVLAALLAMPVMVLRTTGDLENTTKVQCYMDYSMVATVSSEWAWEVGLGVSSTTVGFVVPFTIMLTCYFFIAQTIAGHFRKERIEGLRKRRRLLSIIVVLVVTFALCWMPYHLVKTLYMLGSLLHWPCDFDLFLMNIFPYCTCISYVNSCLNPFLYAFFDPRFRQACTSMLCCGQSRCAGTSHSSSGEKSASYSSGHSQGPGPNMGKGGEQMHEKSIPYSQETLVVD
UBC13 inh: inhibitors of human UBC13 polyubiquitin chain formation | 0.47% of 330,000 active | TR-FRET | P61088 | inhibition, % at 20 µM; in the data active means inhibition above about 45%, passing the limit was not always enough
Target sequence (P61088 whole entry, looked up): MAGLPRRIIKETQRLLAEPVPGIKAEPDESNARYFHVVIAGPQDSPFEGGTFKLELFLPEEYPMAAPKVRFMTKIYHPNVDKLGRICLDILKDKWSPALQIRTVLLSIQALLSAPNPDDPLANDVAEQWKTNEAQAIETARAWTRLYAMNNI
APJ ag: APJ receptor agonism. P35414. CHO-K1 APJ PathHunter beta-arrestin, luminescence; 0% DMSO wells, 100% apelin. activation, % at 20 µM. 0.11% of 330,000 active. AID 2520;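 active means activation more than six SD over the plate average, tested at 20 µM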;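 further: 0% = DMSO alone and 100% = apelin-13 at 10 nM; some results filed as inactive read as strong as hits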
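Assay system: CHO-K1 cells stably expressing ProLink-tagged human APJ and arrestin–beta-gal acceptor. Compound dosing: 20 µM single point, 1% DMSO. Times: 16-18 h seeding, 90 min dark compound exposure, 60 min detection. Detection: beta-gal luminescence. Evaluation: APJ–arrestin association signal. Controls: negative DMSO alone, positive Apelin-13 at 10 nM.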
Starred values were filed as active, the others as inactive.

Screening COc1ccc(-n2c(=O)c3ccccc3n(CC(=O)NC3CCCC3)c2=O)cc1 returned Gli-Sufu antag -2, EBI2 antag -10, ATG4B inh 4, CXCR6 inh 1, CCR6 antagonist -12, APJ antagonist -33, UBC13 inh -3 and APJ ag -1.
`O=c1c(-c2ccc(Br)cc2)coc2c(CN3CCCCC3)c(O)ccc12` gave Gli-Sufu antag 9, EBI2 antag 13, ATG4B inh 1, CXCR6 inh 3, CCR6 antagonist 14, APJ antagonist 7, UBC13 inh 15 and APJ ag -2.
CCOP(=O)(OCC)/C(=N/OC(=O)c1ccc(OC)cc1)C(N)=O was read as Gli-Sufu antag -42, EBI2 antag -10, ATG4B inh -3, CXCR6 inh 7, CCR6 antagonist 13, APJ antagonist 17, UBC13 inh -10 and APJ ag -5.
`O=C(COC(=O)C1CCCCC1)NCc1ccc(Cl)cc1` gave Gli-Sufu antag -10, EBI2 antag 4, ATG4B inh -3, CXCR6 inh 1, CCR6 antagonist 20, APJ antagonist 11, UBC13 inh 18 and APJ ag -1.
`COCCN1Cc2cccc(C(=O)N3CCN(c4cc(C)ccc4C)CC3)c2C1=O` gave Gli-Sufu antag -2, EBI2 antag -4, ATG4B inh -8, CXCR6 inh 0, CCR6 antagonist 12, APJ antagonist 4, UBC13 inh -1 and APJ ag -4.
`NS(=O)(=O)c1cccc(NC(=O)CCSc2ccc(Cl)cc2)c1` gave Gli-Sufu antag 3, EBI2 antag 10, ATG4B inh -17, CXCR6 inh -9, CCR6 antagonist 1, APJ antagonist 16, UBC13 inh 6 and APJ ag -1.
Screening COc1ccc(C(=S)N2CCOCC2)cc1OS(=O)(=O)c1ccccc1[N+](=O)[O-] returned Gli-Sufu antag 4, EBI2 antag 1, ATG4B inh -11, CXCR6 inh -4, CCR6 antagonist 13, APJ antagonist -3, UBC13 inh 10 and APJ ag 2.
`COc1ccccc1CN(C)CC(=O)Nc1cccc(S(=O)(=O)N2CCCC2)c1` gave Gli-Sufu antag -4, EBI2 antag 8, ATG4B inh -24, CXCR6 inh 6, CCR6 antagonist 7, APJ antagonist 6, UBC13 inh 9 and APJ ag -5.
`CCOc1ccc(/C(O)=C2/C(=O)C(=O)N(c3ncccn3)C2c2ccccc2)cc1` (stereo unspecified) gave Gli-Sufu antag -1, EBI2 antag -3, ATG4B inh -4, CXCR6 inh -1, CCR6 antagonist 13, APJ antagonist -23, UBC13 inh -10 and APJ ag -4.
Screening COc1ccc(S(=O)(=O)N(C)CC(=O)N2CCC(C(N)=O)CC2)cc1Cl returned Gli-Sufu antag -5, EBI2 antag -11, ATG4B inh 1, CXCR6 inh -7, CCR6 antagonist 12, APJ antagonist -4, UBC13 inh -2 and APJ ag -2.
Cc1cccc2c1-c1sc(C(=O)N3CCc4ccccc4C3)cc1CO2 was read as Gli-Sufu antag -8, EBI2 antag 11, ATG4B inh 6, CXCR6 inh -2, CCR6 antagonist 9, APJ antagonist 2, UBC13 inh 43 and APJ ag -2.
Screening C#CCOCCOCCOCCNc1nc(N2CCN(C(=O)Cn3cc(CC(C)O)nn3)CC2)nc(N2CCN(C(=O)[C@H]([C@@H](C)CC)n3cc(CCCCN)nn3)CC2)n1 (stereo partly specified) returned Gli-Sufu antag -2, EBI2 antag 3, ATG4B inh -2, CXCR6 inh 4 and CCR6 antagonist -6.
Screening O=S(=O)(NCC1OCCc2ccccc21)c1ccccc1 (stereo unspecified) returned Gli-Sufu antag -6, EBI2 antag -3, ATG4B inh 0, CXCR6 inh -6, CCR6 antagonist 0, APJ antagonist -5, UBC13 inh 10 and APJ ag -3.
Screening COc1ccc(CN(C(=O)CNC(=O)c2ccco2)C(C(=O)NCC2CCCO2)c2ccccc2)cc1 (stereo unspecified) returned Gli-Sufu antag -1, EBI2 antag 0, ATG4B inh -2, CXCR6 inh 0, CCR6 antagonist 3, APJ antagonist 17, UBC13 inh -2 and APJ ag 0.
Screening Cc1c(CC(=O)N2CCN(C(=O)C3COc4ccccc4O3)CC2)c(=O)oc2cc(O)ccc12 (stereo unspecified) returned Gli-Sufu antag -5, EBI2 antag -2, ATG4B inh -7, CXCR6 inh -6, CCR6 antagonist 10, APJ antagonist 9, UBC13 inh 25 and APJ ag -4.
`O=C(NCCc1ccccc1)C1CCN(C(=O)NCc2ccccc2)CC1` gave Gli-Sufu antag -2, EBI2 antag -7, ATG4B inh -3, CXCR6 inh 5, CCR6 antagonist -3, APJ antagonist 2, UBC13 inh -2 and APJ ag -5.
`CCOc1ccc(N2C(=O)C3CCCN3C2=S)cc1` (stereo unspecified) gave Gli-Sufu antag -1, EBI2 antag -9, ATG4B inh 2, CXCR6 inh -3, CCR6 antagonist 1, APJ antagonist -9, UBC13 inh 6 and APJ ag -2.
`Cc1cccc(NS(=O)(=O)c2csc(C(N)=O)c2)c1` gave EBI2 antag -4, ATG4B inh 6, CXCR6 inh 0, CCR6 antagonist 2, APJ antagonist 3, UBC13 inh 0 and APJ ag 1.
`CNS(=O)(=O)c1ccc(NC(=O)c2ccccn2)cc1` gave Gli-Sufu antag -47, EBI2 antag -11, ATG4B inh 5, CXCR6 inh 0, CCR6 antagonist 2, APJ antagonist 4, UBC13 inh -2 and APJ ag -1.
For COC(=O)Cc1ccc(NC(=O)c2ccc(C)c(C)c2)cc1 the results were Gli-Sufu antag -23, EBI2 antag -10, ATG4B inh -5, CXCR6 inh 8, CCR6 antagonist 4, APJ antagonist 7, UBC13 inh 6 and APJ ag -2.
Screening Cc1ccc(N2C(=O)CC(C)(C)CC2=O)cc1Cl returned Gli-Sufu antag 5, EBI2 antag -1, ATG4B inh -8, CXCR6 inh -8, CCR6 antagonist 13, APJ antagonist -20, UBC13 inh -6 and APJ ag -1.
Screening COc1cccc(OC)c1Oc1ccc(C(F)(F)F)cn1 returned Gli-Sufu antag 21, EBI2 antag 4, ATG4B inh -6, CXCR6 inh 8, CCR6 antagonist 4, APJ antagonist 4, UBC13 inh -4 and APJ ag -2.
CCCCC1=CC2=C(c3ccco3)C(=O)C(C)(OC(=O)c3ccc(OC)cc3)C(=O)C2=CN1CC(C)C (stereo unspecified) was read as Gli-Sufu antag 3, EBI2 antag -5, ATG4B inh 13, CXCR6 inh -7, CCR6 antagonist 13, APJ antagonist -31, UBC13 inh 31 and APJ ag 4.
`CC1=C(C)CC(C(=O)NCc2cccc(Cl)c2)C(C(=O)O)C1` (stereo unspecified) gave EBI2 antag 4, CXCR6 inh -2, APJ antagonist -18, UBC13 inh -7 and APJ ag -3.
Screening CCOC(=O)c1nn(-c2ccc(F)cc2)c2c1CC/C2=C/c1ccccc1 returned Gli-Sufu antag -1, EBI2 antag 5, ATG4B inh -8, CXCR6 inh 0, CCR6 antagonist 9, APJ antagonist -1, UBC13 inh 12 and APJ ag -3.
`O=C(c1cc(-c2cccs2)nc2ccccc12)N1CCN(S(=O)(=O)c2cccc(F)c2)CC1` gave Gli-Sufu antag 12, EBI2 antag -28, ATG4B inh 22, CXCR6 inh 1, CCR6 antagonist 0, APJ antagonist 0, UBC13 inh 3 and APJ ag 4.
Screening Cc1ccc(NC(=O)COc2coc(CN3c4ccccc4CC3C)cc2=O)c(C)c1 (stereo unspecified) returned Gli-Sufu antag -4, EBI2 antag -2, ATG4B inh 0, CXCR6 inh 2, CCR6 antagonist 11, APJ antagonist 13, UBC13 inh 0 and APJ ag -4.
For CC(C)(C)OC(=O)N[C@@H](Cc1ccccc1)C(=O)N1CCC(C(=O)N[C@@H](CCC(N)=O)C(=O)O)CC1 the results were Gli-Sufu antag 40, EBI2 antag -4, ATG4B inh -9, CXCR6 inh -4, CCR6 antagonist 4, APJ antagonist 6, UBC13 inh 1 and APJ ag -3.
Screening Fc1ccc(CNC(=S)Nc2ccc(Cl)cc2)cc1 returned Gli-Sufu antag 3, EBI2 antag 3, ATG4B inh 43*, CXCR6 inh 7, CCR6 antagonist -9, APJ antagonist -10, UBC13 inh 6 and APJ ag -1.
For COc1ccc(N(CC(=O)Nc2ccccc2SC)S(C)(=O)=O)cc1OC the results were Gli-Sufu antag 4, EBI2 antag -8, ATG4B inh -5, CXCR6 inh -1, CCR6 antagonist -8, APJ antagonist -1, UBC13 inh -2 and APJ ag -4.
Screening O=C(Nc1cccc(F)c1)C1CCCN1C(=O)OCc1ccccc1 (stereo unspecified) returned Gli-Sufu antag 32, EBI2 antag -3, ATG4B inh -2, CXCR6 inh 5, CCR6 antagonist -1, APJ antagonist -2, UBC13 inh -8 and APJ ag 6.
`CCOC(=O)c1c(NC(=O)Cc2ccccc2)sc2c1CCN(CC)C2` gave Gli-Sufu antag 12, EBI2 antag 10, ATG4B inh -6, CXCR6 inh 6, CCR6 antagonist 19, APJ antagonist 6, UBC13 inh 4 and APJ ag -3.
For COc1ccc(C)cc1NS(=O)(=O)c1ccc(Cl)nc1 the results were Gli-Sufu antag 0, EBI2 antag -1, ATG4B inh 3, CXCR6 inh -9, CCR6 antagonist 3, APJ antagonist 14, UBC13 inh 23 and APJ ag -4.
Screening CC(CCc1ccccc1)NC(=O)C1CCN(C(=O)c2sccc2-n2cccc2)CC1 (stereo unspecified) returned Gli-Sufu antag 3, EBI2 antag 2, ATG4B inh 1, CXCR6 inh 9, CCR6 antagonist 23, APJ antagonist 5, UBC13 inh -4 and APJ ag -4.
For Cc1cccc(C)c1NS(=O)(=O)c1ccc2c(c1)C(=O)c1ccccc1C2=O the results were Gli-Sufu antag 6, EBI2 antag 11, ATG4B inh 2, CXCR6 inh -7, CCR6 antagonist 3, APJ antagonist -73, UBC13 inh 5 and APJ ag 4.
For Cc1nc2c(=O)n(-c3ccc(F)c(Cl)c3)nc(C)c2s1 the results were Gli-Sufu antag 3, EBI2 antag -7, ATG4B inh -3, CXCR6 inh 8, CCR6 antagonist 3, APJ antagonist 20, UBC13 inh 6 and APJ ag -1.
`Cn1c(O)c(N=NC(=O)Cc2c[nH]c3ccccc23)c2ccccc21` gave Gli-Sufu antag 3, EBI2 antag 13, ATG4B inh -5, CXCR6 inh 5 and CCR6 antagonist 17.
For Cc1ccc(C(=O)COC(=O)c2n[nH]c(=O)c3ccccc23)cc1 the results were Gli-Sufu antag 1, EBI2 antag 0, ATG4B inh 0, CXCR6 inh 5, CCR6 antagonist 6, APJ antagonist 19, UBC13 inh -8 and APJ ag -3.
For Cc1ccccc1Cn1cc(C)c(=O)[nH]c1=O the results were Gli-Sufu antag 1, EBI2 antag -16, ATG4B inh 26, CXCR6 inh 1, CCR6 antagonist 8, APJ antagonist -22, UBC13 inh 2 and APJ ag -3.

Gathered by group, the entries above containing a thiophene ring, fused or not.
Cc1cccc2c1-c1sc(C(=O)N3CCc4ccccc4C3)cc1CO2 was read as Gli-Sufu antag -8, EBI2 antag 11, ATG4B inh 6, CXCR6 inh -2, CCR6 antagonist 9, APJ antagonist 2, UBC13 inh 43 and APJ ag -2.
`Cc1cccc(NS(=O)(=O)c2csc(C(N)=O)c2)c1` gave EBI2 antag -4, ATG4B inh 6, CXCR6 inh 0, CCR6 antagonist 2, APJ antagonist 3, UBC13 inh 0 and APJ ag 1.
`O=C(c1cc(-c2cccs2)nc2ccccc12)N1CCN(S(=O)(=O)c2cccc(F)c2)CC1` gave Gli-Sufu antag 12, EBI2 antag -28, ATG4B inh 22, CXCR6 inh 1, CCR6 antagonist 0, APJ antagonist 0, UBC13 inh 3 and APJ ag 4.
`CCOC(=O)c1c(NC(=O)Cc2ccccc2)sc2c1CCN(CC)C2` gave Gli-Sufu antag 12, EBI2 antag 10, ATG4B inh -6, CXCR6 inh 6, CCR6 antagonist 19, APJ antagonist 6, UBC13 inh 4 and APJ ag -3.
Screening CC(CCc1ccccc1)NC(=O)C1CCN(C(=O)c2sccc2-n2cccc2)CC1 (stereo unspecified) returned Gli-Sufu antag 3, EBI2 antag 2, ATG4B inh 1, CXCR6 inh 9, CCR6 antagonist 23, APJ antagonist 5, UBC13 inh -4 and APJ ag -4.
